GLA spleen mod: inhibits or activates alpha-galactosidase in human spleen homogenate | P06280 | human spleen homogenate, 4MU-alpha-Gal fluorescence, 40 min | Potency, µM (doses to about 80 µM), for the others: at the top dose activity change, negative = inhibition, most hits filed as inhibitors | actives 0.008% (n = 240,000);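 note: 0% = enzyme with vehicle and -100% = no enzyme basal signal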
Target sequence (P06280 32-429 limits assumed): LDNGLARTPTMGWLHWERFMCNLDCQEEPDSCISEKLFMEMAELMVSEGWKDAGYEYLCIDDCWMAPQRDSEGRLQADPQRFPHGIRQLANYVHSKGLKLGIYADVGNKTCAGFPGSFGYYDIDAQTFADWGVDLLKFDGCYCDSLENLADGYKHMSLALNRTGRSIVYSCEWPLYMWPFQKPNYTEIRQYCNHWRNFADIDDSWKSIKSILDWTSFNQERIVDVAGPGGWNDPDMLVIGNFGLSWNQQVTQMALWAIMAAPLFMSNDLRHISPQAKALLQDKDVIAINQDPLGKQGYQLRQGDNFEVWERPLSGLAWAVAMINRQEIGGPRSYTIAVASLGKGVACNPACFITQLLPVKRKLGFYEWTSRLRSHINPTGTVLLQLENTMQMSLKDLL
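Spleen homogenate 1 ug + cpd (titration) + 4-MU-alpha-D-galactopyranoside 1 mM; 37C 40 min; 50 mM citrate/phosphate pH 5.0, 0.01% Tween-20; stop pH 10; fluorescence 365/440; AC50 via Hill.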
GAA glycogen mod: alters human alpha-glucosidase cleavage of glycogen | actives 0.38% (n = 300,000) | AID 2100 | Potency, µM (titrated, usually from 76.4 µM), for the others: at the top dose activity change, negative = inhibition, most hits filed as inhibitors | recombinant GAA, glycogen substrate, Amplex Red glucose oxidase fluorescence | P10253;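 note: 0% = full enzyme reaction and -100% = no-enzyme basal signal; the screen sought inhibitors and activators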
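Recombinant human enzyme (4 nM); glycogen substrate; 37 C, 40 min, pH 5.0. Readout: coupled glucose oxidase/Amplex Red fluorescence.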
Tau fibril ThT: tau fibrillization inhibition (ThT binding); P10636; Potency, µM (series often up to 57.4 µM), for inactives: at the top dose activity, negative = inhibition, hits mostly inhibitors; recombinant tau K18 P301L, heparin-induced fibrillization, ThT fluorescence; actives 2.1% (n = 270,000); AID 1460; note: % is set by controls: 0 for no effect and ±100 for the full control effect; nearly all actives have a fitted effect of over 55% in size
Target sequence (P10636 561-689 P618L limits assumed): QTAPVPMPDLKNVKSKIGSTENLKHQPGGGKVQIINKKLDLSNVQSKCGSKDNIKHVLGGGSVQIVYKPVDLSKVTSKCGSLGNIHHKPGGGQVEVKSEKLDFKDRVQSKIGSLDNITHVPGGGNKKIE
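Heparin-induced fibrillization of the P301L-mutant K18 repeat-domain fragment of human tau was followed by ThT binding in quantitative high-throughput format.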
Tau fluor cs: counter-screen for tau fibril formation inhibitors | tau K18 P301L (four-repeat tau fragment) Alexa594 fluorescence, heparin fibrillization | Potency, µM (highest dose often 57.7 µM), inactives show at the top dose activity change, negative = decrease | actives 0.93% (n = 280,000) | AID 1463; note: % is set by controls: 0 for no effect and ±100 for the full control effect; nearly all actives have a fitted effect of over 55% in size
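Human K18 P301L tau (15 uM unlabeled plus 0.24 uM Alexa 594-labeled, final) in 100 mM sodium acetate pH 7 was mixed with compound and 20 uM heparin and incubated 6 hr at 37 C.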
Tau FP inhib: inhibitors of human tau fibril formation. Potency, µM (doses to about 57.7 µM), for inactives: at the top dose activity, negative = inhibition, hits mostly inhibitors. P10636. actives 0.39% (n = 280,000). K18 P301L tau heparin fibrillization, Alexa594 FP, 6 h. AID 1468; note: % is set by controls: 0 for no effect and ±100 for the full control effect; nearly all actives have a fitted effect of over 55% in size
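K18 P301L tau (15 uM unlabeled/0.24 uM Alexa 594-labeled, final) + compound + heparin 20 uM final; 100 mM NaOAc pH 7; 6 hr 37 C; ThT 30 uM final added, 1 hr RT; FP ex 555/em 632 nm.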
aGlu spleen mod: inhibitors or activators of human alpha-glucosidase in spleen homogenate; P10253; human spleen homogenate, 4-MU-alpha-glucoside fluorescence; Potency, µM (top dose mostly 79.9 µM), for inactives: top-dose activity change, negative = inhibition, most hits filed as inhibitors; actives 0.006% (n = 240,000);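 note: 0% = enzyme with vehicle and -100% = no enzyme basal signal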
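Compounds were titrated against alpha-glucosidase in spleen homogenate at pH 5.0, with 1 mM 4-methylumbelliferyl substrate for 40 min at 37 C. Reactions were quenched with pH 10 NaOH/glycine and fluorescence measured.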
GAA inh: alpha-glucosidase (human) inhibition. actives 0.005% (n = 200,000). P10253. purified human GAA, 4-MU-alpha-glucoside fluorescence. Potency, µM (series often up to 76.9 µM), for the others: top-dose activity change, negative = inhibition, usual class: inhibitors. AID 1466;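 note: plate controls were uninhibited enzyme wells for no effect and no-enzyme background for full effect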
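Human enzyme at 4 nM with 400 uM 4-methylumbelliferyl-alpha-D-pyranoside, citrate/phosphate buffer pH 5.0, 0.005% Tween-20, 20 min at room temperature. Compounds up to 77 uM. 4-MU fluorescence (Ex 365/Em 440) read after NaOH/glycine stop; AC50 from Hill fit.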
HTT cytoprotect: Huntington cell model cytoprotection by ATP luminescence; PC12 HTT-Q103 induced, cytoprotection, ATP luminescence, 40 h; Potency, µM (series often up to 56.4 µM), for the others: cytoprotection (ATP increase), hits mostly activators; actives 0.14% (n = 230,000); AID 1471;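 note: % of control where 0% means no effect; nearly all actives have a fitted effect of over 45% in size; toxic huntingtin expression switched on by the ecdysone agonist tebufenozide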
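Huntington model: PC12 line, ecdysone-inducible HTTQ103 exon1–GFP, tebufenozide 100 nM. Test articles in a dose series. Endpoint luminescence from cellular ATP.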
Starred values were filed as active, the others as inactive; ? = inconclusive; . = no result given; & = joins results of further samples; [ ] = dose if it differs, or a comment. Calls come from the whole dose curve; as a rule, active = well fitted curve in the direction sought with a large enough effect; inconclusive = small, poorly fitted or top-dose-only effect, or another doubt; inactive = no such curve, though single readings can be large; an effect the other way counts as inactive or inconclusive. Potency is the fitted concentration of half-maximal effect.

SMILES | GLA spleen mod | GAA glycogen mod | Tau fibril ThT | Tau fluor cs | Tau FP inhib | aGlu spleen mod | GAA inh | HTT cytoprotect
Cc1cc2nccc(-c3ccccn3)n2n1 | 2.0% | -8.9% | -3.6% | -0.8% | 4.9% | -4.1% | 0.9% | -5.0%[10 µM]
CCC1c2ccc(C)n2CCN1C(=O)Nc1ccccc1OC (configuration not stated) | 1.0% | 6.9% | ? | -11.5% | ? | -3.1% | 5.7% | -9.1%[10 µM]
CCOC(=O)N1CCC(NC(=O)C2CCN(C(=O)N3CC(C)Oc4ccccc43)CC2)CC1 (configuration not stated) | 0.4% | 3.8% | -2.9% | -7.2% | 6.8% | 4.3% | 4.8% | 12.0%
CC(=O)Nc1cccc2c1C(=O)N(c1cccc(OC(C)=O)c1)C2=O | 8.6% | -1.2% | -3.6% | -3.3% | 8.5% | 9.5% | -6.5% | -26.9%
CCOc1cc(/C=N/NC(=O)c2cccnc2)ccc1O | -3.8% | ? | -7.7% | -5.6% | -0.9% | -8.3% | . | -4.0%[10 µM]
COc1ccc2[nH]c3c(c2c1)CN(C)CC3 | 2.6% | -5.1% | -6.9% | -0.8% | 3.3% | 4.2% | -4.5% | -2.2%
CN(C)Cc1ccc(F)cc1Sc1ccc(Cl)cc1Cl | 5.2% | -1.7% | -11.7% | -10.5% | -8.0% | 5.2% | -9.6% | 23.9%[10 µM]
CC(C)CN(CC(C)C)C(=O)Nc1cccc([N+](=O)[O-])c1 | 7.7% | -14.1% | 2.2% | -12.5% | -3.9% | 7.6% | -6.1% | .
COc1ccc(NC(=O)Cn2c(=O)n(CCCCCC(=O)NCc3ccc4c(c3)OCO4)c(=O)c3sccc32)cc1Cl | . | 13.8%[76.3 µM] | ? | -27.8% | -17.9% | . | . | .
O=c1c(CN2CCN(Cc3ccccc3)CC2)coc2ccc(Cl)cc12 | 3.2% | 0.9% | -7.1% | 2.3% | 2.1% | -2.0% | -1.6% | -11.2%[10 µM]
COc1ccc(C(C)=O)cc1CSc1nnc2c(Cl)cc(Cl)cn12 | -7.7% | 8.7% | -12.6% | -2.8% | 5.7% | -5.2% | 3.0% | -6.1%[10 µM]
CCOC(=O)c1sc(NC(=O)c2cc(-c3cccc(O)c3)on2)c(C(=O)OCC)c1C | -3.0% | -2.4% | 0.0% | -6.5% | -4.5% | -5.7% | 2.1% | .
Cc1cc(C(=O)Cn2nnc3ccccc3c2=O)c(C)n1-c1c(C)n(C)n(-c2ccccc2)c1=O | 6.8% | 6.4% | -7.6% | 7.4% | 0.5% | -15.8% | 0.1% | ?
CCOC(=O)CSc1nc2cc(C)ccc2cc1C#N | 7.8% | -3.5% | ? | -23.8% | 6.4% | 1.9% | -1.3% | -18.9%
CCn1c(CNC(=O)COC)nc2ccccc21 | -9.4% | -0.5% | -0.9% | 0.1% | -7.7% | -4.9% | 2.0% | -3.4%
COc1ccccc1NC(=O)CN1CCC(n2nnc3cc(F)ccc32)CC1 | -6.9% | 1.2% | -22.0% | -14.7% | 2.6% | -7.9% | -3.1% | -10.0%[10 µM]
COC(=O)CSc1nnc(-c2cccnc2)o1 | 6.9% | -3.2% | 2.1% | -4.5% | 0.8% | 4.0% | 4.5% | 11.7%[10 µM]
CCCOc1ccc(C(=O)Nc2cccc(NC(=O)c3ccc(Cl)cc3Cl)c2)cc1 | . | -2.9%[76.3 µM] | 5.3% | -7.9% | -6.2% | . | . | .
COCCNc1ccc(-c2nc(-c3ccco3)no2)cc1[N+](=O)[O-] | . | 14.4%[76.3 µM] | 5.3% | -5.0% | -4.3% | . | . | .
CS(=O)(=O)Nc1ccc(C(=O)Nc2cccc([N+](=O)[O-])c2)cc1 | -3.0% | 4.3% | -14.4% | -21.5% | 4.4% | 0.8% | -4.1% | -61.9%[inhibitor]
Cc1ccc(S(=O)(=O)N2CCOC2CNC(=O)C(=O)NCCc2ccccc2)cc1 (configuration not stated) | 2.9% | 0.5% | . | -4.3% | 0.7% | 4.7% | . | 11.0%[10 µM]
CCC(/C=C1\Sc2ccc(OC)cc2N1CCO)=C\c1sc2ccc(OC)cc2[n+]1CCO | -1.7%&2.6% | -22.0% | 1.12µM* | 0.398µM*[fluorescent] | -13.2% | -8.9%&1.8% | 0.0% | 12.1%[10 µM]
CC(C)Oc1ccc(C(=O)NC2(C(F)(F)F)N=C3SCCN3C2=O)cc1 (configuration not stated) | -2.9% | 0.7% | -6.1% | -2.8% | 4.9% | 2.6% | -0.6% | 12.6%
Cc1cnc(CNc2nc(-c3ccc(N(C)C)cc3)nc3ccccc23)cn1 | 0.8% | . | ? | ? | 7.8% | 3.1% | . | -84.1%[inhibitor]
C=CCC(C)(Nc1ccccc1)C(=O)OCC (configuration not stated) | 5.0% | . | -4.8% | -2.8% | -0.4% | -8.2% | . | -12.2%

The list goes on:
SMILES | GLA spleen mod | GAA glycogen mod | Tau fibril ThT | Tau fluor cs | Tau FP inhib | aGlu spleen mod | GAA inh | HTT cytoprotect
Cc1cc(C(F)(F)F)nn1CC(=O)Nc1cccnc1 | 26.1% | -3.2% | -6.1% | 1.0% | -1.9% | -15.5% | 0.4% | -20.4%
COc1ccc(-n2nnc3c(=O)n(CC(=O)N4CCCc5ccccc54)cnc32)cc1 | -6.3% | 3.1% | -6.9% | -7.0% | ? | -12.0% | -4.1% | -5.2%[10 µM]
O=C(Nc1ccc(Br)cc1)c1ccc(Br)c(S(=O)(=O)Nc2cccnc2)c1 | 12.0% | 5.0% | -5.7% | -21.4% | -2.4% | -1.3% | 0.7% | 27.5%[10 µM]
Cc1ccc2oc(=O)n(CCNC(=O)Nc3ccccc3Cl)c2c1 | . | -14.8%[76.3 µM] | -14.3% | -19.7% | 0.1% | . | . | .
CCOc1ccccc1C(=O)N(Cc1ccc(N(C)C)cc1)CC1CCCO1 (configuration not stated) | . | -20.0%[76.3 µM] | ? | -4.1% | -2.9% | . | . | .
NC(=O)c1cc(NC(=O)CCCc2nc3ccccc3s2)cc(C(N)=O)c1 | -5.3% | 7.3% | -19.9% | -17.5% | -4.8% | -1.2% | . | 6.1%[10 µM]
Cc1cccc(C)c1NC(=O)C(c1cccs1)N(Cc1ccco1)C(=O)Cn1nnc2ccccc21 (configuration not stated) | -4.1% | -5.3% | -3.8% | -3.6% | 3.6% | -0.2% | ? | -2.4%[10 µM]
Cc1ccccc1NC(=O)c1ccc(NS(=O)(=O)c2cc(C(C)(C)C)cc(C)c2C)cc1 | 4.7% | -4.0% | -1.3% | -25.7% | -14.4% | 1.1% | -11.8% | -4.2%[10 µM]
Cc1ccc(C(=O)Nc2nc3n(n2)C(c2ccc(F)cc2)C=C(c2ccccc2)N3)cc1 (configuration not stated) | . | 18.4%[76.3 µM] | ? | -19.8% | -6.3% | . | . | .
C/C(CC(=O)Nc1ccc(Cl)cc1Cl)=N\NC(=O)C(=O)N1CCCC1 | -4.3% | -2.0% | ? | -21.1% | 2.4% | 1.4% | 2.5% | -34.4%[inhibitor]
CCOc1ccc(/C=C(\C(=O)O)c2ccc(S(=O)(=O)N3CCOCC3)s2)cc1OC | 2.7% | 5.1% | 15.0% | 13.2% | -2.5% | -0.3% | 3.6% | -13.6%[10 µM]
COc1cccc(N2CCN(C(=O)c3ccc4nc(N5CCC(C)CC5)sc4c3)CC2)c1 | 2.3% | -3.1% | ? | -21.0%&-19.7% | 16.2%&8.0% | 2.3% | . | -11.6%[10 µM]
Cc1cccc(C(=O)OCc2cc3ccccc3[nH]c2=O)c1 | -0.8% | -6.7% | 8.2% | -1.4% | -6.4% | -9.0% | -2.7% | 0.1%
CCOc1ccc(-c2cc(C(=O)NCCCn3ccnc3)c3ccccc3n2)cc1 | -6.6% | 7.3% | -3.4% | -2.6% | 3.3% | -19.9% | 5.5% | -84.0%[inhibitor]
Cc1ccc(C)c(C(=O)Cn2ncc(Cl)c(Cl)c2=O)c1 | 2.3% | 2.4% | ? | -19.2% | -13.7% | -2.3% | -3.2% | -131.5%[inhibitor]
CC(C)C(NC(=O)C12CC3CC(CC(C3)C1)C2)C(=O)N/N=C/C1=C(N2CCOCC2)C(=C\c2ccc([N+](=O)[O-])cc2)/CC1 (configuration not stated) | -10.2% | -2.0% | ? | -8.7% | 5.5% | -9.6% | 1.7% | -20.6%[10 µM]
O=C(CSc1nnc2n(C3CCCC3)c(=O)c3ccccc3n12)N1CCCCCC1 | -1.7% | -10.1% | ? | -16.0% | -2.6% | -4.3% | -1.5% | -11.1%
CCN1CCCC1CNC(=O)COc1cc(=O)n(C)c2ccccc12 (configuration not stated) | 2.7% | 3.1% | -1.4% | -2.4% | -5.7% | -7.4% | -1.0% | -4.2%
CCN1CCN(c2ncnc3c2nnn3Cc2ccccc2)CC1 | -6.2% | 0.5% | -2.8% | -0.7% | -1.3% | -27.6% | -7.3% | -1.8%
CCOc1ccccc1OCCOc1ccccc1CC | -14.3% | 1.4% | ? | -11.8% | -9.5% | -12.2% | 1.5% | -3.5%
CN(c1ccccc1)S(=O)(=O)c1cccc(NC(=O)CN2CCc3ccccc3C2)c1 | 1.7% | 5.6% | -11.7% | -26.4% | 1.2% | 0.2% | -5.7% | -63.7%[inhibitor]

Part of the list above, as comma-separated lines.
SMILES,GLA spleen mod,GAA glycogen mod,Tau fibril ThT,Tau fluor cs,Tau FP inhib,aGlu spleen mod,GAA inh,HTT cytoprotect
O=C(CSc1nnc2n(C3CCCC3)c(=O)c3ccccc3n12)N1CCCCCC1,-1.7%,-10.1%,?,-16.0%,-2.6%,-4.3%,-1.5%,-11.1%
CCN1CCN(c2ncnc3c2nnn3Cc2ccccc2)CC1,-6.2%,0.5%,-2.8%,-0.7%,-1.3%,-27.6%,-7.3%,-1.8%
CCN1CCCC1CNC(=O)COc1cc(=O)n(C)c2ccccc12 (configuration not stated),2.7%,3.1%,-1.4%,-2.4%,-5.7%,-7.4%,-1.0%,-4.2%
CCC(/C=C1\Sc2ccc(OC)cc2N1CCO)=C\c1sc2ccc(OC)cc2[n+]1CCO,-1.7%&2.6%,-22.0%,1.12µM*,0.398µM*[fluorescent],-13.2%,-8.9%&1.8%,0.0%,12.1%[10 µM]
Cc1cccc(C)c1NC(=O)C(c1cccs1)N(Cc1ccco1)C(=O)Cn1nnc2ccccc21 (configuration not stated),-4.1%,-5.3%,-3.8%,-3.6%,3.6%,-0.2%,?,-2.4%[10 µM]

Screening data as filed in PubChem.
